All columns: NCI-60 one-dose screen, growth in % after 48 h at 10 µM unless noted; 100 = growth as untreated, 0 = no growth, -100 = all killed.
T-47D: T-47D breast cancer; 79,000 tested, 5% active; AID 1794792
LOX IMVI: LOX IMVI melanoma; 79,000 tested, 7.4% active; AID 1794757
SK-MEL-28: SK-MEL-28 melanoma. 81,000 tested, 4.1% active. AID 1794761
UACC-257: UACC-257 melanoma | 78,000 tested, 4.4% active | AID 1794764
SK-MEL-2: SK-MEL-2 melanoma. 77,000 tested, 4.7% active. AID 1794763
SK-MEL-5: SK-MEL-5 melanoma; 80,000 tested, 6.4% active; AID 1794755
HS 578T: HS 578T breast cancer; 78,000 tested, 4.1% active; AID 1794788
MALME-3M: MALME-3M melanoma | AID 1794766 | 78,000 tested, 5.8% active
An asterisk follows results filed as active; · = no result given; & = joins results of further samples. How the source made its calls: active means growth percent below 10; inactive means the rest.

cpd | mol | SK-MEL-5 | LOX IMVI | UACC-257 | MALME-3M | T-47D | HS 578T | SK-MEL-2 | SK-MEL-28
1 | COC1OC2COC(c3ccccc3)OC2C2OC(c3ccccc3)OC12 (stereo not given) | 78.0 | 98.9 | 83.4 | 62.3 | 85.6 | 104.8 | 84.7 | 109.1
2 | COc1ccccc1/C=C1\Oc2cc3occc3c(OC)c2C1=O | 125.2 | 89.2 | · | 127.8 | 95.1 | 105.5 | 116.8 | 109.3
3 | N#CC1(C(N)=O)OC12CCS(=O)(=O)c1ccccc12 (stereo not given) | 106.0 | 107.5 | 101.3 | · | 109.0 | 97.5 | 109.7 | 115.9
4 | COc1ccc(Cn2cc(Cn3cc(C=C4C(=O)NC(=S)NC4=O)c4ccccc43)nn2)cc1 | 81.2 | 48.9 | 106.2 | 82.9 | 86.8 | 79.5 | 93.2 | 107.4
5 | Cc1ccn2c1C(=O)N(c1ccccc1)C2=S | 103.3 | 103.0 | 108.8 | 107.5 | 106.7 | 99.4 | 108.6 | 96.4
6 | Cc1ccc(-c2csc(N3CCCC3=O)n2)cc1 | 96.2 | 102.1 | 96.3 | 95.0 | 72.8 | 96.7 | 90.5 | 106.7
7 | CC(C)Cc1ccc(C(C)C(=O)OC2CC(C)(C)N([O])C(C)(C)C2)cc1 (stereo not given) | 100.0 | 98.2 | 116.2 | 102.3 | 94.4 | 101.3 | 103.0 | 101.7
8 | Nc1nc(-c2ccccc2)c(CC(=O)O)s1 | 108.2 | 93.8 | 101.7 | · | 94.1 | 106.9 | · | 117.6
9 | CCSC(=Nc1ccc(C)cc1)NC(=O)c1ccco1 | 100.2 | 101.4 | 114.3 | 114.0 | 89.4 | 96.0 | 101.4 | 120.2
10 | N#C/C(=C\c1ccccc1Br)C(=O)c1ccccc1 | 97.5 | 95.0 | 113.4 | 109.4 | 108.3 | 106.7 | 106.6 | 109.3
11 | COc1ccc(-c2nc(Nc3cc(C)[nH]n3)c3ccccc3n2)cc1 | 69.0 | 13.7 | 52.0 | 79.9 | 28.6 | 2.7* | 59.7 | 61.5
12 | CC(=O)Oc1[nH]c(=O)c2cccc3c2c1CCC3 | 105.0 | 93.6 | 98.6 | 93.2 | 100.7 | 104.8 | · | 118.5
13 | CN1CCc2c(sc3ncnc(N/N=C/c4cn(-c5ccccc5)nc4-c4ccc(Br)cc4)c23)C1 | 50.0 | 28.4 | 29.9 | 29.5 | 74.2 | 70.1 | 58.3 | 68.9
14 | O=C(c1nnc(Nc2ccc(F)cc2)o1)c1c[nH]c2ccccc12 | 88.6 | 101.2 | 100.9 | 104.9 | 43.2 | 97.1 | 95.5 | 110.7
15 | Nc1c(O)c(S(=O)(=O)O)c(O)c2c1C(=O)c1ccccc1C2=O | 5.7* | · | 1.6* | -0.7* | 23.5 | 59.7 | 6.1* | 42.5
16 | N#C/C(=C\c1ccccn1)c1cc2ccccc2[nH]1 | 83.3 | 83.3 | 94.4 | 106.8 | 20.5 | 71.5 | 102.2 | 114.1
17 | O=C1c2cccc3cccc(c23)C(=O)N1N1C(=O)c2cccc3c(N4CCN(Cc5ccccc5)CC4)ccc(c23)C1=O | 98.7 | 95.3 | 109.0 | 89.5 | 98.4 | 96.1 | 112.0 | 104.3
18 | CCOC(=O)c1c(C)nc2c(c1N)CC(=O)N2Cc1ccc(OC)cc1 | 53.7 | 75.9 | 49.4 | 33.6 | 32.2 | 29.4 | 51.2 | 55.0
19 | CCN1C(=O)/C(=C/c2ccc(OC)cc2)SC1=S | 111.6 | 115.5 | 112.2 | · | 109.6 | 141.8 | 113.7 | 112.0
20 | O=Cc1ccc(CO)o1 | 103.7 | 104.8 | 97.7 | 109.7 | 116.2 | 96.1 | 100.8 | 99.2
21 | CCCCCC1(C(OC)OC)NC(=O)N(C)C1=O (stereo not given) | 103.9 | 94.6 | · | 96.1 | 95.3 | 99.6 | 108.6 | 111.2
22 | O=C(O)CN(CC(=O)O)Cc1ccccc1 | 98.1&96.3 | 95.4&98.3 | 103.8&96.0 | 86.7&101.9 | · | 105.0&101.6 | 98.3&102.0 | 108.2&96.7
23 | O=C1/C(=C/c2ccc([N+](=O)[O-])cc2)COc2ccc(O)c(O)c21 | · | -75.5* | 40.3 | -44.2* | -5.7* | 4.6* | 85.5 | 54.6
24 | CC(C)(C)OC(=O)N1CCC2(CC1)NC(=O)c1ccccc1N2 | 107.4 | 101.1 | 58.3 | 105.6 | 96.6 | 95.5 | 100.1 | 119.1
25 | O=C(NCC1CC1)NC(=O)c1c(F)cccc1Cl | 98.9 | 99.2 | 101.9 | 120.0 | 97.9 | 113.8 | 108.1 | 111.6
26 | N#C/C(=C\c1ccc(-c2ccccc2Cl)o1)c1nc2ccccc2c(=O)[nH]1 | 102.2 | · | 101.4 | 95.5 | 108.8 | 101.8 | 103.3 | 101.4
27 | O=C(NCc1ccccc1)c1ccccc1 | 104.0 | 102.7 | 102.8 | 131.4 | 105.1 | · | 103.6 | 109.2
28 | C=C(C)[C@@H]1CC[C@]2(COC(=O)c3cccnc3)CC[C@@]3(C)[C@]4(C)CC[C@@H](C(=C)C)[C@](C)(CCCN)[C@H]4CC[C@]3(C)[C@@H]12 | 90.7 | · | 88.2 | 108.4 | 47.0 | 107.2 | 96.6 | 106.3
29 | CCN1C(=O)N(CC)C2Nn3c(s/c(=C4\C(=O)N(C)c5ccccc54)c3=O)=NC21 (stereo not given) | 36.4 | 55.9 | 61.8 | 48.3 | 27.5 | 38.3 | 48.2 | 59.3
30 | O=C1CCC2c3[nH]c4ccccc4c3CCN12 (stereo not given) | 110.3 | 96.2 | 98.7 | 115.6 | 107.2 | 104.7 | 110.2 | 100.6

Structures above that have a halogen:
cpd | mol | SK-MEL-5 | LOX IMVI | UACC-257 | MALME-3M | T-47D | HS 578T | SK-MEL-2 | SK-MEL-28
10 | N#C/C(=C\c1ccccc1Br)C(=O)c1ccccc1 | 97.5 | 95.0 | 113.4 | 109.4 | 108.3 | 106.7 | 106.6 | 109.3
13 | CN1CCc2c(sc3ncnc(N/N=C/c4cn(-c5ccccc5)nc4-c4ccc(Br)cc4)c23)C1 | 50.0 | 28.4 | 29.9 | 29.5 | 74.2 | 70.1 | 58.3 | 68.9
14 | O=C(c1nnc(Nc2ccc(F)cc2)o1)c1c[nH]c2ccccc12 | 88.6 | 101.2 | 100.9 | 104.9 | 43.2 | 97.1 | 95.5 | 110.7
25 | O=C(NCC1CC1)NC(=O)c1c(F)cccc1Cl | 98.9 | 99.2 | 101.9 | 120.0 | 97.9 | 113.8 | 108.1 | 111.6
26 | N#C/C(=C\c1ccc(-c2ccccc2Cl)o1)c1nc2ccccc2c(=O)[nH]1 | 102.2 | · | 101.4 | 95.5 | 108.8 | 101.8 | 103.3 | 101.4

Carrying on:
cpd | mol | SK-MEL-5 | LOX IMVI | UACC-257 | MALME-3M | T-47D | HS 578T | SK-MEL-2 | SK-MEL-28
31 | Cc1ccc(NC(=S)n2c(=O)cc(C)c3ccc(O)cc32)c(C)c1 | 107.0 | 98.0 | 102.2 | 101.6 | 93.0 | 102.0 | 113.6 | 112.5
32 | CC1=NN(c2nc(SCC(=O)Nc3nc4ccc(C)cc4s3)nc(-c3ccccc3)c2C#N)C(=O)C1 | 100.0 | 101.1 | 113.2 | 100.9 | 91.3 | 90.5 | 111.3 | 104.9
33 | CCN(CC)CC(c1ccccc1)C(O)(c1ccccc1)c1ccccc1 (stereo not given) | 108.9 | · | 97.5 | 135.0 | 111.3 | · | 120.0 | 98.7
34 | NCCCn1c2c(c3cc(-c4ccn[nH]4)ccc3c1=O)C(=O)c1ccccc1-2 | 58.4 | 47.1 | 102.3 | 75.2 | 73.3 | 62.3 | 104.7 | 111.0
35 | Nc1nc2c(N=Nc3ccc(Cl)cc3)c(N)nn2cc1-c1nc2ccccc2s1 | 100.4 | 96.0 | 103.1 | 91.1 | 86.0 | 97.2 | 104.2 | 97.9
36 | COc1cc(C(=O)N2CCN(c3ccccc3OC)CC2)c(NC(=O)c2cnccn2)cc1OCc1ccccc1 | 78.4 | 75.5 | 78.0 | 115.2 | 66.8 | 103.3 | 85.7 | 132.3
37 | CC(C)CC(=O)c1ccco1 | 96.4 | 99.0 | 102.2 | 99.9 | 89.7 | 99.4 | 98.4 | 110.9
38 | CCCCC/C(=N\O)C(C)=O | 104.7 | 104.3 | 94.7 | 107.4 | 105.2 | 96.3 | 106.0 | 107.4
39 | CCOC(=O)Cn1c(-c2ccc(S(C)(=O)=O)cc2)nc2ccccc21 | 91.4 | 98.2 | 100.7 | 106.4 | 111.7 | 108.2 | 99.1 | 110.9
40 | Cc1cc2nc(-c3ccccc3O)[nH]c2cc1C | 96.4 | 91.3 | 87.7 | 142.8 | 83.4 | 111.8 | 120.4 | 115.0
41 | O=C(CCNc1ccc2c(c1)C(=O)c1ccccc1C2=O)Nc1ccc2c(c1)C(=O)c1ccccc1C2=O | 96.9 | 89.4 | 113.8 | 104.1 | 76.6 | 97.3 | 89.6 | 123.6
42 | CCN1CC(=O)N(C)C1=S | 100.0 | 95.4 | 102.7 | 96.3 | 98.1 | 99.8 | 110.0 | 108.1
43 | NC(Cc1ccc(OC(Cn2ccnc2[N+](=O)[O-])Cn2ccnc2[N+](=O)[O-])cc1)C(=O)O (stereo not given) | 100.4 | 99.1 | 109.9 | 99.4 | 93.6 | 108.0 | 102.5 | 114.6
44 | NC(=O)c1cc(N)nc(N)n1 | 110.0 | 99.0 | 107.7 | 115.4 | 101.7 | 115.4 | 104.7 | 106.8
45 | O=C1/C(=C\c2ccc([N+](=O)[O-])cc2)CS(=O)(=O)C/C1=C/c1ccc([N+](=O)[O-])cc1 | · | -82.8* | -89.8* | -62.7* | -56.0* | · | -35.9* | ·
46 | ClC/C=C/c1ccccc1 | 105.1 | 102.8 | 108.8 | 124.2 | 105.3 | 92.9 | · | 112.5
47 | COc1ccc2c(c1)C(=O)/C(=C/c1c(C)n(C)n(-c3ccccc3)c1=O)CO2 | 100.1 | 95.1 | 100.9 | 91.1 | 84.7 | 63.0 | 174.2 | 73.8
48 | OCCCc1ccccc1Cl | 105.1 | 104.5 | 121.9 | 117.0 | 119.9 | 106.2 | · | 114.8
49 | N#Cc1ccc(NC(=O)CSc2ccc(-c3ccccc3)nn2)cc1 | 47.7 | 47.2 | 61.2 | 102.9 | 50.4 | 89.1 | 62.2 | 78.5
50 | COC1C(OC(N)=O)C(O)C(Oc2ccc3c(O)c(NC(=O)c4ccc(O)c(CC=C(C)C)c4)c(=O)oc3c2C)OC1(C)C (stereo not given) | 98.2&103.2 | 98.4&99.7 | 100.9&103.9 | 100.9&120.9 | 94.8&106.1 | 101.8&89.4 | 110.5&105.4 | 107.6
51 | COc1ccc(Cc2sc(NC(C)=O)nc2OC(C)=O)cc1 | 99.2 | 94.3 | 115.3 | 102.7 | 99.7 | 105.5 | 108.0 | 117.0
52 | Cc1[nH]c2ccccc2c1CCNC(=O)c1ccccc1F | 95.3 | 101.6 | 100.8 | 106.1 | 87.5 | 95.9 | 103.0 | 105.9
53 | COC(=O)[C@@H]1[C@@H]2CC(Br)[C@@H](C2)[C@@H]1C(=O)OC (stereo not given in full) | 97.9 | 97.0 | 111.9 | 124.6 | 99.5 | 119.9 | 106.7 | 99.4
54 | Nc1cc(N)nc(SCC(=O)Nc2nc(-c3ccccc3)cs2)n1 | 27.1 | 81.1 | 84.1 | 89.0 | 32.8 | 98.8 | 68.5 | 117.2
55 | C=CC1(C)CC2=CCC3C(C)(C)CCC(O)C3(C)C2CC1O (stereo not given) | 91.2 | 97.1 | 84.1 | 96.7 | 78.8 | 93.7 | 73.1 | 106.9
56 | O=C(O)c1ccc([N+](=O)[O-])nc1 | · | 102.4 | 101.0 | 109.0 | 100.3 | 105.7 | 107.5 | 103.9
57 | NC(=S)N=Nc1c(O)cc(O)c2[nH]c(=O)ccc12 | 106.4 | 99.2 | 117.8 | 100.7 | 106.4 | 108.0 | 101.1 | 118.4
58 | CCCCN1CCN(c2ccc3nc(-c4ccc5nc(-c6ccc(OCC)cc6)[nH]c5c4)[nH]c3c2)CC1 | 49.3 | -81.0* | 68.2 | 36.0 | 59.7 | 74.4 | 86.6 | 61.6
59 | Cn1c(=O)c(C#N)c(-c2ccco2)n2c(SCc3ccccc3)nnc12 | 98.2 | 105.1 | 80.1 | 119.5 | 95.3 | 104.4 | 106.9 | 110.5
60 | Cc1cnc2ccccn2c1=O | 99.6 | 94.6 | 105.9 | 109.7 | 95.1 | 101.0 | 101.7 | 118.2
61 | CCC(C)(C)NCCCCCNc1cc(OC)cc2cccnc12 | 94.8&101.8 | 87.5&93.7 | 107.3&109.9 | 131.0&119.9 | 81.0&88.0 | 87.0 | 109.6&114.9 | 110.1&115.8
62 | CCOP(=O)(OCC)/C(C#N)=C\c1ccc(OC(C)=O)cc1 | 108.2 | 99.4 | 112.6 | 95.4 | 109.1 | 104.7 | 107.3 | 111.2
63 | Cn1c(N)c(N)c(=O)n(C)c1=O | 100.9 | 97.0 | 99.7 | 81.0 | 98.4 | 114.7 | 102.4 | 106.8
64 | COCOc1cc2oc(C(=O)N[C@@H](Cc3ccccc3)C(=O)C(=O)NCc3ccccc3)c(C)c(=O)c2cc1OCOC | 95.7 | 94.3 | 110.0 | 110.7 | 106.5 | 119.8 | 111.4 | 103.5
65 | Cc1cc(Cl)ccc1NC(=O)/C(Cl)=C1/Sc2ccccc2NC1=O | 90.0 | 73.6 | 102.6 | 109.0 | 50.3 | 122.5 | · | 125.3
66 | O=C1OC(c2ccccc2)=NC1c1ccccc1 (stereo not given) | · | 94.1 | 103.4 | 109.2 | 107.4 | 109.4 | 113.1 | 110.7
67 | CCCCCCCSC(=S)NC1c2ccccc2Oc2ccccc21 | 104.9 | 94.8 | 105.4 | 102.6 | 73.2 | 102.3 | 91.2 | 103.3
68 | Cc1ccc(N=Nc2c(N)nn3c(-c4ccc(C)cc4)c(-c4nc5ccccc5s4)c(N)nc23)cc1 | 101.2 | 102.3 | 100.6 | 92.9 | 94.2 | 96.8 | 102.2 | 100.2

No enrichment for hits. About 11% of those tested had a hit in this group.
